Source: PubChem (several laboratories)
KCNK3 inh – human KCNK3 channel inhibition, primary screen; B-score at 10 µM; CHO-KCNK3 thallium flux, FluxOR fluorescence; stronger effect = lower value; O14649; 340,000 tested, 0.84% active; AID 602410;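 active = B-score under library mean minus 4 SD, starting fluorescence ratio at most library mean plus 5 SD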;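 note: more negative B-score means stronger inhibition of thallium flux through KCNK3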
Target sequence (O14649 whole entry, looked up): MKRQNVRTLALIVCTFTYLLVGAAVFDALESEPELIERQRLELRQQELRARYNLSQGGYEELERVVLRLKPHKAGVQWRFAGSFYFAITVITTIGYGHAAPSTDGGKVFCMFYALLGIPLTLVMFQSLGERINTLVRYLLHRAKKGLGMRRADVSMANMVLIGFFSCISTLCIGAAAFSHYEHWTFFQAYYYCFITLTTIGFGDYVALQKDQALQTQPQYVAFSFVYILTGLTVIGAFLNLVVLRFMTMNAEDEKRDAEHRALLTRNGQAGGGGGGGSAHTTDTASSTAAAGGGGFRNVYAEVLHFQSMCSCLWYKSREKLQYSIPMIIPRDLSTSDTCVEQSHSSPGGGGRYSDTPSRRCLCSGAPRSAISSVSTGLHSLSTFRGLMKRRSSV
Dyrk1A ADPGlo – inhibitors of rat Dyrk1A kinase; Q63470; ADP-Glo luminescence, NFATc1 peptide; inhibition, % at 12.5 µM; 310,000 tested, 0.43% active; AID 504441; in the data active = inhibition above about 50%;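 note: plate controls were vehicle with enzyme for no effect and no enzyme for full effect; many of its hits are not listed in these tables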
* = called active by the depositor; i = inactive. This is a subset (hit frequency here may not be typical).

canonical_smiles	KCNK3 inh	Dyrk1A ADPGlo
CC(=O)Nc1ccc(NC(=O)C(C)OC(=O)[C@@H]2CCCN2C(=O)c2cccs2)cc1 (stereo partly drawn)	i	0
CC(OC(=O)C1=NN(c2ccccc2)C(=O)CC1)C(=O)NC1CCCCC1C (stereo not drawn)	i	3
CC(C)CN(C(=O)C1CCC1)c1c(N)n(Cc2ccccc2)c(=O)[nH]c1=O	i	4
COC(=O)[C@]1(Cc2ccccc2)N[C@H](CN(C)C(=O)c2ccccc2)[C@@H]2C(=O)N(Cc3ccccc3)C(=O)[C@@H]21	i	4
COc1cc(C(=O)NCC(=O)OCc2ccc(F)cc2)cc(OC)c1OC	i	-3
COc1ccccc1C(=O)COC(=O)c1cccs1	i	3
COc1cc(/C=N/NC(=O)c2ccccc2NS(=O)(=O)c2cccs2)ccc1O	i	-15
CC(C)n1ncc2c(C(=O)Nc3cccc(C#N)c3)cc(C3CC3)nc21	-12*	-4
O=C(Nc1ccc(F)c(Cl)c1)C1CCCCC1	i	2
O=C1CN(S(=O)(=O)c2cc(Br)ccc2Br)CCN1	i	0
CCCn1c(N)c(C(=O)CN2CCN(S(=O)(=O)c3cccc(Cl)c3)CC2)c(=O)[nH]c1=O	i	12
COc1cccc(OC)c1C(=O)OCC(=O)N(c1ccccc1)C1CCCCC1	i	4
CC(=O)Nc1ccc(NC(=O)C(C)OC(=O)c2c(NC(C)=O)sc(C)c2C)cc1 (stereo not drawn)	i	-3
CC(=O)Nc1cccc(NC(=O)CSc2n[nH]c(-c3ccccc3)n2)c1	i	15
O=C(COC(=O)c1cc(S(=O)(=O)N2CCCC2)ccc1O)NCc1ccccc1	i	-4
COc1cccc(-c2sc3ccc(OC)cc3c2-c2ccc(OC)cc2F)c1	i	1
COc1ccccc1C1=CC(=O)CC(C)(C)C1=O	i	8
O=C(Cc1ccccc1)Nc1ncnc2c1C(c1ccccc1)c1c(ccc3ccccc13)O2 (stereo not drawn)	i	-5
Nn1c(-c2ccccc2Cl)nnc1-c1ccccc1Cl	i	-2
CCN1CCN(C(=O)C(C)Sc2nnc3nc(C)cc(C)n23)CC1 (stereo not drawn)	i	-3
O=C(CSc1nnc(C2CC2)n1C1CC1)Nc1cccc(Br)c1	i	5
COc1cccc(C2c3c(oc4ccccc4c3=O)C(=O)N2CCCN2CCOCC2)c1OC (stereo not drawn)	i	4
CC(C)NC(=O)Nc1ccc2c(c1)C(=O)N([C@H](C)CO)C[C@H](C)[C@@H](CN(C)S(=O)(=O)c1ccc(F)cc1)O2	i	-2
CC[C@@H]1C=C(C(=O)O)[C@H](c2ccc3c(c2)OCO3)N1S(=O)(=O)c1ccc(C)cc1	i	-6
COCc1nc2c([nH]1)c(=O)n(C)c(=O)n2CC(C)C	i	10
COc1ccc(/C=C2/N=C(SCC(=O)Nc3cc(C)on3)N(c3ccccc3)C2=O)cc1	i	-11
Cc1ccsc1C(=O)NCC(C)(C)N1CCOCC1	i	14
Cc1nn2c(CN(C(=O)c3ccco3)c3ccccc3)nnc2c2ccccc12	i	-2
COc1ccc(CNC(=O)c2cccc(NC(=O)CC3SC(N4CCCCC4)=NC3=O)c2)cc1 (stereo not drawn)	i	-1
N#C/C(=C\c1ccc(-c2ccc(S(=O)(=O)N3CCOCC3)cc2)o1)C(=O)NC1CC1	i	-6
CC1(c2ccc3c(c2)OCCO3)NC(=O)N(CC(=O)Nc2ccccc2F)C1=O (stereo not drawn)	i	5
CC(C)C(NC(=O)c1ccc(C(C)(C)C)cc1)C(=O)N1CCC(C(N)=O)CC1 (stereo not drawn)	i	0
O=C(N[C@@H](Cc1c[nH]c2ccccc12)C(=O)O)OCC1c2ccccc2-c2ccccc21	i	-3
O=C(CN1C(=O)NC(c2ccccc2)(c2ccccc2)C1=O)NC1CCS(=O)(=O)C1 (stereo not drawn)	i	-2
CCOC(=O)c1c(C)[nH]c(C(=O)OCC(=O)Nc2ccc(Cl)cn2)c1C	i	-4
COc1ccc(NS(=O)(=O)c2cccc(C(=O)N3CCN(S(=O)(=O)c4ccccc4)CC3)c2)cc1	i	10
Cc1ccc(OCCN2CCN(C(=O)CCC(=O)Nc3nnc(C)s3)CC2)cc1	i	-1
COc1ccc2[nH]c3c(C)c4cc[n+](C)cc4c(C)c3c2c1	i	22
COc1ccc(Nc2cc(C)nc3ncnn23)cc1	i	6
COC(=O)c1ccccc1NS(C)(=O)=O	i	2
CCC(C)Sc1ccc([C@@H]2[C@H]3C(=O)N(C)C(=O)[C@H]3[C@]3(C(=O)OC)CCCN23)cc1 (stereo partly drawn)	i	4
COc1ccc(-c2sc3ccc(OC)cc3c2-c2ccc(O)cc2)cc1	i	7
O=C(NCc1ccncc1)C1CCN(S(=O)(=O)c2ccc(Cl)c(C(F)(F)F)c2)CC1	i	-6
Cc1ccc(-n2ncc3c(NCC4CCCO4)ncnc32)c(C)c1 (stereo not drawn)	i	1
CC1CCN(c2ccc3c(c2)S(=O)(=O)c2cccc(C(=O)NC[C@@H]4CCCO4)c2C3=O)CC1	i	9
C[C@H](CO)N1C[C@H](C)[C@@H](CN(C)C(=O)Nc2ccc3c(c2)OCO3)Oc2c(NS(=O)(=O)c3ccccc3)cccc2C1=O	i	-5
NC(=NCc1ccccc1)C(N=Nc1ccccc1)C(=O)NCc1ccccc1 (stereo not drawn)	i	4
COc1ccc([C@H]2CC(=O)C=C(c3ccc(Cl)c(C(F)(F)F)c3)C2)cc1	i	7
COc1ccccc1CNC(=O)CCN=C1NS(=O)(=O)c2ccccc21	i	4
COc1ccccc1NC(=O)C1=C(C)NC(=O)NC1c1ccc(C)cc1 (stereo not drawn)	i	-1
C1=C(c2cc3ccccc3cn2)CCCC1	i	0
CC[C@]12c3[nH]c4cc(CCC(=O)N(C)C)ccc4c3CCN1C(=O)[C@@H](CC(=O)NCCC1=CCCCC1)C[C@@H]2C(=O)N1CCN(C(=O)C2CC2)CC1	i	-1
CC(C)NC(=O)CSc1ccccc1C(=O)N1CCN(S(=O)(=O)/C=C/c2ccccc2)CC1	i	-1
CCCN(CC(=O)Nc1ccccc1OC)C(=O)CSc1ccc(Br)cc1C	i	12
O=C(NCc1cccnc1)C1CCN(S(=O)(=O)c2cccc(C(F)(F)F)c2)CC1	i	11
O=C(COC(=O)c1cc(Cl)nc(Cl)c1)NCc1ccc2c(c1)OCO2	i	-1
CN(C(=O)c1ccc(NC(=O)C2CCN(C(=O)OC(C)(C)C)CC2)cc1)C1CC1	i	4
O=C(COc1ccccc1F)OCC(=O)N1CCc2ccccc21	i	5
CS(=O)(=O)N1CCN(C(=O)c2ccccc2F)CC1	i	-10
C#CCOCCOCCOCCNc1nc(N2CCN(C(=O)Cn3cc(CC(C)O)nn3)CC2)nc(N2CCN(C(=O)[C@H](CCCCN)n3cc(CC(C)O)nn3)CC2)n1 (stereo partly drawn)	i	1

Following part
canonical_smiles	KCNK3 inh	Dyrk1A ADPGlo
O=C(CCS(=O)(=O)c1ccccc1)NNC(=O)COc1ccc(F)cc1	i	-3
Cc1ccc(N2CCN(C(=O)C3CCN(S(=O)(=O)c4cccc5nsnc45)CC3)CC2C)cc1 (stereo not drawn)	i	4
CCOC(=O)C1=C(C)Nc2ccccc2N=C1NC(=O)C1CCN(C(=O)c2ccccc2C)CC1	i	-3
CCCCN(C(=O)c1cc(S(=O)(=O)N2CCCCC2)ccc1Cl)c1c(N)n(CCC)c(=O)[nH]c1=O	i	-5
CC1(C)C(=O)Nc2ccccc2N1C(=O)COC(=O)CSc1ccc(Cl)cc1	i	-1
C[C@@H]1CN([C@@H](C)CO)C(=O)c2cc(NS(C)(=O)=O)ccc2O[C@@H]1CN(C)S(=O)(=O)c1ccccc1	i	1
CCN(C(=O)COC(=O)c1cc(C)n(-c2ccc(F)cc2)c1C)C1CCS(=O)(=O)C1 (stereo not drawn)	i	0
CCN(CC(=O)Nc1ccc(OC)cc1)C(=O)Cc1ccsc1	i	1
Cc1ccc(S(=O)(=O)N2[C@@H](c3ccc(Br)cc3)C(C(=O)O)=CC[C@H]2c2ccc(Cl)cc2)cc1	i	-14
CCCN(CC(=O)Nc1ccccc1C)C(=O)c1ccc(N2CCCC2=O)cc1	i	-4
c1ccc(-[n+]2nc(Nc3cccc4ccccc34)sc2-c2c3ccccc3cc3ccccc23)cc1	i	-2
CCN(c1ccccc1)S(=O)(=O)c1ccc(OC)c(NC(=O)c2ccc(=O)[nH]c2)c1	i	-2
Cn1cnc2c(cnn2C)c1=O	i	0
O=C(N[C@@H](Cc1ccccc1)C(=O)N1CCN(S(=O)(=O)c2ccc(F)cc2)CC1)c1ccco1	i	3
CN(C)C(=O)c1ccc(NC(=O)c2cccc(S(=O)(=O)N3CCN(Cc4ccccc4)CC3)c2)cc1	i	8
Cc1ccc(S(=O)(=O)Nc2c(C)n(C)n(-c3ccccc3)c2=O)cc1C(=O)OC(C)C(=O)c1ccccc1 (stereo not drawn)	i	-2
CCCCN1C(=O)c2ccc(C(=O)N(C)CC(=O)Nc3ccc(OCC)c(OCC)c3)cc2C1=O	i	-2
Cc1ccccc1NC(=O)Cc1nc(COC(=O)c2ccc(S(C)(=O)=O)c([N+](=O)[O-])c2)cs1	i	1
O=C(OCC(=O)N1CCN(c2ccc(F)cc2)CC1)c1cnc2ccccc2n1	i	2
Cc1sc2c(c1C)c(=O)n(-c1ccc(F)cc1)c(=O)n2CC(=O)NCc1ccco1	i	6
N#Cc1cccnc1N1CCN(C(=O)c2cccc3c2C(=O)c2ccc(Cl)cc2S3(=O)=O)CC1	i	4
Cc1noc(C)c1NC(=O)Nc1cccc2c1O[C@H](CN(C)C(=O)NC(C)C)[C@@H](C)CN([C@H](C)CO)C2=O	i	13
Cc1ccc(C(C)C)cc2c(C)ccc1-2	i	-2
Cn1c(=O)c2c(nc(SCC(=O)N3c4ccccc4CCc4ccccc43)n2C)n(C)c1=O	i	-5
COc1ccc(C(=O)n2nnc3ccccc32)cc1OC	i	2
O=C(NC(=S)Nc1ccccc1CO)C1CCCCC1	i	3
COc1cc(C(=O)Nc2cc(S(=O)(=O)N3CCOCC3)ccc2N2CCOCC2)cc(OC)c1C	i	1
COc1ccc(Nc2c[nH]c(=O)[nH]c2=O)cc1	i	2
CN(CC(=O)Nc1cccc(F)c1)C(=O)c1cc(=O)[nH]c2ccccc12	i	-2
O=c1c2c(O)cc(O)cc2oc2c(O)ccc(O[C@H]3O[C@@H](CO)[C@H](O)[C@@H](O)[C@@H]3O)c12	i	73*

Retrieved one by one from above, 3 records:
canonical_smiles	KCNK3 inh	Dyrk1A ADPGlo
CN(CC(=O)Nc1cccc(F)c1)C(=O)c1cc(=O)[nH]c2ccccc12	i	-2
CCN(C(=O)COC(=O)c1cc(C)n(-c2ccc(F)cc2)c1C)C1CCS(=O)(=O)C1 (stereo not drawn)	i	0
Cc1sc2c(c1C)c(=O)n(-c1ccc(F)cc1)c(=O)n2CC(=O)NCc1ccco1	i	6

Single values from the results shown.
Dyrk1A ADPGlo with `CCCCN1C(=O)c2ccc(C(=O)N(C)CC(=O)Nc3ccc(OCC)c(OCC)c3)cc2C1=O` → -2
Dyrk1A ADPGlo with `CCOC(=O)C1=C(C)Nc2ccccc2N=C1NC(=O)C1CCN(C(=O)c2ccccc2C)CC1` → -3
Dyrk1A ADPGlo with `O=C(NC(=S)Nc1ccccc1CO)C1CCCCC1` → 3
Dyrk1A ADPGlo with `Cc1noc(C)c1NC(=O)Nc1cccc2c1O[C@H](CN(C)C(=O)NC(C)C)[C@@H](C)CN([C@H](C)CO)C2=O` → 13
Dyrk1A ADPGlo with `N#Cc1cccnc1N1CCN(C(=O)c2cccc3c2C(=O)c2ccc(Cl)cc2S3(=O)=O)CC1` → 4

Other records follow:
canonical_smiles	KCNK3 inh	Dyrk1A ADPGlo
COc1ccc([C@H]2CC(=O)C=C(c3cccc4c3Oc3ccccc3S4)C2)cc1OC	i	3
CC(=O)c1cccc(S(=O)(=O)N2CCC(C(=O)OC3CCOC3=O)CC2)c1 (stereo not drawn)	i	-1
C[C@H](CO)N1C[C@H](C)[C@@H](CN(C)Cc2ccncc2)Oc2c(NC(=O)Cc3ccccc3)cccc2C1=O	-11*	-4
CCOc1ccccc1C=NNC(=O)CCCCC(=O)NN=Cc1ccccc1OCC	i	-6
Cc1cc(O)c(C(C)C)cc1NC(=S)Nc1cc(C(C)C)c(O)cc1C	i	-1
CCN(CC(=O)NCc1cccs1)C(=O)CCOc1ccccc1	i	0
CCCn1c(C(O)c2ccc(OC)cc2)nc2ccccc21 (stereo not drawn)	i	3
COc1cccc(Oc2c(C)oc3c(CN4CCOCC4)c(O)ccc3c2=O)c1	i	-1
Cc1cccc(Oc2ccc(S(=O)(=O)N3CCCCC3)cc2NC(=O)C2=COCCO2)c1	i	-8
CCSC(=N)N	i	5
COc1cc2cc(CCCOC(=O)c3ccc4c(c3)OCO4)oc(=O)c2cc1OC	i	9
C=CS(=O)(=O)N(Cc1ccccc1)[C@H](CO)CC(C)C	i	6
CC(NC(=O)Oc1cccc2ccccc12)c1ccccc1 (stereo not drawn)	i	1
COC(=O)[C@@]1(Cc2ccc(OC)cc2)[C@H]2c3cc(C(=O)N(C)C)n(CCSCCO)c3C[C@H]2CN1C(=O)c1ccccc1	i	4
Cc1ccc(S(=O)(=O)N2CCN(C(=O)CCC(=O)Nc3ccc(Br)c(C)c3)CC2)cc1	i	3
COc1cc(C(C)=O)ccc1OCC(=O)NC(=O)Nc1ccc(C)cc1C	i	7
Cc1cc2c(SCc3ccccc3Cl)nc(N)nc2nc1C	i	-1
Cc1nnc(SCC(=O)NCC2COc3ccccc3O2)s1 (stereo not drawn)	i	-1
CC(OC(=O)c1cc(S(=O)(=O)N2CCOCC2)ccc1Br)C(=O)N1CCOCC1 (stereo not drawn)	i	1
CCOc1ccc(OCCCC(=O)ON=C(N)c2ccccc2C)cc1	i	-1
CN(c1ccccc1)S(=O)(=O)c1cccc(NC(=O)Cc2ccc(Cl)cc2)c1	-11*	5
